NCOA1 inh: human NCOA1 inhibition; Q15788; HEK293 GAL4-SRC1 luciferase reporter, luminescence; inhibition, % at 3.6 µM; 360,000 compounds, 0.12% hits; AID 588354;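 active = inhibition above the campaign mean plus 3 SD, with each screening campaign given its own cutoff, cut at about 60% in these data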;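 note: 0% = DMSO treated cells and 100% = gossypol at 36 µM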
NOD2 RIPK2 PPI: NOD2-RIPK2 protein interaction inhibition; AID 624267; O43353; inhibition, % at 4.98 µM; CHO BLA complementation NOD2-RIPK2, CCF4 ratio; 360,000 compounds, 0.38% hits; in the data active = inhibition above about 21%;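 note: 0% = vehicle only and 100% = reference blocker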
C8 TRAIL sens: caspase-8 TRAIL sensitization; NB7+C8 cells + TRAIL, ATPlite viability luminescence; inhibition (viability loss, TRAIL sensitization), % at 10 µM; 360,000 compounds, 1% hits; AID 624354;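 active = compounds causing at least 50% loss of cell viability in the single-dose screen, relative to plate controls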
SRC2 inh: human SRC2 (NCOA2) inhibition. Q15596. HEK293 GAL4-SRC2 luciferase reporter, luminescence. inhibition, % at 9 µM. 370,000 compounds, 0.17% hits;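 active = inhibition above the mean inhibition of all tested compounds plus 3 SD, set per campaign, cut at about 52% in these data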;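 note: 0% = DMSO treated cells and 100% = cells given Gossypol at 36 µM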
NCOA3 inh: inhibits human SRC3 coactivator; Q9Y6Q9; HEK293 GAL4-SRC3 luciferase reporter, luminescence; inhibition, % at 3.6 µM; 360,000 compounds, 0.17% hits;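 active = inhibition above a per-campaign cutoff, the mean of all compounds plus 3 SD, cut at about 60% in these data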;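 note: 0% = DMSO-treated cells and 100% = gossypol-treated cells at 36 µM; higher means less SRC3-driven luciferase light from the GAL4 reporter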
NR2F2 inh: blocks human COUP-TFII nuclear receptor; AID 686940; HEK293T NGFI-A luciferase reporter, luminescence; inhibition, % at 8.6 µM; 370,000 compounds, 0.7% hits; P24468;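 active = inhibition above a per-plate cutoff, mean inhibition of test wells between control levels plus 3 SD, cut at about 38% in these data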;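 note: cells cotransfected with COUP-TFII expression vector driving the NGFI-A reporter; 0% = median of COUP-TF2 test wells and 100% = reporter-only cells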
LMP1 NFkB inh: inhibitors of Epstein-Barr LMP1-induced NF-kappaB reporter; LMP1-induced NF-kappaB luciferase reporter cells, luminescence; inhibition, % at 12.5 µM; 350,000 compounds, 0.69% hits; AID 504558; in the data active = inhibition above about 41%;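 note: 0% = neutral control wells and 100% = reference inhibitor control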
TROY NFkB inh: blocks TROY-dependent signaling in reporter cells | Q293 LMP1-TROYcd NF-kB luciferase reporter, 4 h | inhibition, % at 10 µM | 360,000 compounds, 0.98% hits;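 active = compounds whose plate-normalised and pattern-corrected inhibition of the luciferase reporter signal at the single screening dose is 50% or more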
NR5A2 inv ag: inverse agonists of human LRH-1 (NR5A2); O00482; HEK293T StAR-luciferase reporter, LRH-1 transfected, 24 h; inhibition, % at 3.6 µM; 360,000 compounds, 0.13% hits; AID 602396;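 active = inhibition above the mean inhibition of all tested compounds plus 3 SD, cut at about 73% in these data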;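 note: 0% = DMSO wells and 100% = reporter-only cells lacking LRH-1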
TLR9-MyD88 block: inhibitors of human TLR9-MyD88 binding; AID 504734; 340,000 compounds, 0.21% hits; CHO BLA complementation TLR9-MyD88, CCF4 FRET ratio; inhibition, % at 4.98 µM; Q9NR96+Q99836;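 active = inhibition above the mean over all tested compounds plus 3 SD, cut at about 21% in these data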;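 note: 0% = DMSO only wells and 100% = clavulanate BLA inhibitor control wells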
Target sequence (Q99836 whole entry, looked up): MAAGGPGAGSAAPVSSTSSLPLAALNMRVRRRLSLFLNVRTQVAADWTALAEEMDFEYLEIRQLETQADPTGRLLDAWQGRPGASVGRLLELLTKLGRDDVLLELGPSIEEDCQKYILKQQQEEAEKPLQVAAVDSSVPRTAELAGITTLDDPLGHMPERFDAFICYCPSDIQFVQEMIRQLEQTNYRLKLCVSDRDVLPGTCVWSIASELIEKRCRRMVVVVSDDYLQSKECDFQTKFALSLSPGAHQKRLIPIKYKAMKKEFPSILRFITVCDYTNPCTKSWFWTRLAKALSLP
Target sequence (Q9NR96 whole entry, looked up): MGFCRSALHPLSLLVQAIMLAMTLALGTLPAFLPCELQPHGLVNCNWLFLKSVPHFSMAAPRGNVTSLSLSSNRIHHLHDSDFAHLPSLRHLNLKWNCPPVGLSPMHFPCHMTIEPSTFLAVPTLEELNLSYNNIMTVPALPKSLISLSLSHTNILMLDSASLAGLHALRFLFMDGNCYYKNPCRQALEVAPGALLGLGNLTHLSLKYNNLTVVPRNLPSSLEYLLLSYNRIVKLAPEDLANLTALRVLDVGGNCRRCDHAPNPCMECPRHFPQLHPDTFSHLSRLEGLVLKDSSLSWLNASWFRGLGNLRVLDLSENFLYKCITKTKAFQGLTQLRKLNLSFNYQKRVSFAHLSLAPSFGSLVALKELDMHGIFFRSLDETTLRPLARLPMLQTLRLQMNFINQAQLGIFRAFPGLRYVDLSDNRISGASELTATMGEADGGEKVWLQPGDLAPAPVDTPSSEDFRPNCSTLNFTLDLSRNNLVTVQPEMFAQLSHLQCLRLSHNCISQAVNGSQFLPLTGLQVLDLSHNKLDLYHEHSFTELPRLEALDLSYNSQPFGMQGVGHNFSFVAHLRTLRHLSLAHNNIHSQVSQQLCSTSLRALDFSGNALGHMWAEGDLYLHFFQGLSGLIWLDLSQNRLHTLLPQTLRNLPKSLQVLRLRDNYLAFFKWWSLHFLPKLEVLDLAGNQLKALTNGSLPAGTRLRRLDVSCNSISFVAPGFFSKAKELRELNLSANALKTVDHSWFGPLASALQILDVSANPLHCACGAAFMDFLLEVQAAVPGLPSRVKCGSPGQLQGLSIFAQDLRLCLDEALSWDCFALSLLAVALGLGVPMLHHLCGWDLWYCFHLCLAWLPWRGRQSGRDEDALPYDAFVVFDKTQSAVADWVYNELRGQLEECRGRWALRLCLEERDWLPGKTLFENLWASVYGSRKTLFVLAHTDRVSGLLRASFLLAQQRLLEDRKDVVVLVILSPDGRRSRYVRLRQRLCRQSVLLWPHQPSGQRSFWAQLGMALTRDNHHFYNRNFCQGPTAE
TWEAK-Fn14 inh: inhibitors of TWEAK-Fn14 interaction signaling; inhibition, % at 10 µM; TWEAK-stimulated Fn14 reporter cells, luciferase luminescence, 8 h; 360,000 compounds, 2% hits; in the data active = inhibition above about 50%
Active calls of the source: *; / = no result given. A portion of the library; the hit share may differ from the screen's.

structure	TROY NFkB inh	NCOA1 inh	LMP1 NFkB inh	SRC2 inh	TLR9-MyD88 block	C8 TRAIL sens	NCOA3 inh	TWEAK-Fn14 inh	NOD2 RIPK2 PPI	NR2F2 inh	NR5A2 inv ag
COc1ccccc1OCCCn1cc(C(C)=O)c2ccccc21	13	-6	11	-1	-7	21	16	21	-13	37	-8
COc1ccc(-n2c(Cc3ccccc3)nc3ccccc3c2=O)cc1	-5	8	-5	-3	-2	-2	11	0	-6	4	4
S=C(NCCc1ccccc1)N1Cc2ccc(Br)cc2-n2nncc2C1	5	10	/	13	/	9	8	-37	4	14	15
COc1cc(/C=C/c2nc3ccccc3c(=O)n2-c2ccc(O)cc2)ccc1O	27	-23	-7	-39	14	4	11	54*	10	-42	32
CCOC(=O)CC1=C(C(=O)OCC)C2(C(=O)N1)C(C(=O)OC)=C(N)Oc1ccccc12 (stereo not given)	13	-19	-15	-13	-10	9	2	7	-1	2	7
Cc1c(C(c2ccc(O)cc2)c2c(O)c3ccccc3oc2=O)c(=O)n(-c2ccccc2)n1C (stereo not given)	16	-9	10	-7	5	-1	-4	4	-15	5	1
O=c1[nH]c(O)c(C=Nc2cccc(F)c2)c(=O)[nH]1	14	1	-13	-1	-6	-10	-9	10	-17	16	16
CN1CCN(Cc2cc(C(C)(C)C)c(O)c(C(C)(C)C)c2)CC1	11	-1	-4	19	-8	8	1	1	-1	-17	-10
COc1ccc(CC2C(=O)NC(=O)N(c3ccccc3)C2=O)c(OC)c1 (stereo not given)	-9	-32	-1	-17	-7	-13	4	-6	-7	8	-4
COC(=O)C1=C(c2ccc(C(C)=O)cc2)C[C@@H]2CC[C@H]1N2C(=O)NCCO	4	3	2	-5	-19	7	-22	4	-9	3	-1
CCC[N+]12CCC(CC1)C(C(O)(c1ccccc1)c1ccccc1)C2 (stereo not given)	5	-17	-2	-15	-15	15	14	2	4	10	9
CCn1cc(C(=O)N2CCC3(CC2)OCCO3)c(=O)c2cc(S(=O)(=O)N3CCCC3)ccc21	-4	4	-9	-4	1	-24	3	-22	6	4	-31
N#Cc1ccc2nc(-c3ccc(CN4CCC(n5c(=O)[nH]c6ccccc65)CC4)cc3)c(-c3ccccc3)nc2c1	14	/	/	23	/	42	/	16	3	30	57
CCCCCCn1c(O)c(C=Nc2c(C)n(C)n(-c3ccccc3)c2=O)c(=O)[nH]c1=O	4	6	-12	-12	-7	-3	5	-18	-13	2	20
CN1CCN(c2c[nH]c(=O)[nH]c2=O)CC1	14	5	-6	2	2	-2	13	-1	-1	8	5
CNC(C(=O)c1ccccc1)C(OC)c1cccc([N+](=O)[O-])c1 (stereo not given)	-8	2	4	-11	-6	-1	11	6	2	2	-14
Cc1cc(NC(=O)COC(=O)c2c(C)nn(Cc3ccccc3Cl)c2Cl)no1	-1	-7	0	18	8	-6	-16	-5	-6	11	-9
O=C(COC(=O)Cc1ccccc1)Nc1nnc(-c2ccccc2)o1	5	1	-1	6	1	-6	3	-1	-6	-14	13
O=C1NC(=O)C(=Cc2ccc(OCCOc3ccc([N+](=O)[O-])cc3)cc2)C(=O)N1	-3	-13	-10	-9	0	1	3	-16	-1	15	39
Cc1ccc(-n2c(O)c(/C=N/N3CCCCC3c3cccnc3)c(=O)[nH]c2=S)cc1 (stereo not given)	-3	0	-1	0	0	0	5	0	-1	17	7
CC1CN1P(=S)(c1ccccc1)N1CC1C (stereo not given)	-1	-7	4	-1	-10	3	-21	26	-8	-15	7
Cc1ccsc1C(=O)C1CCCN(Cc2cc3ccccc3o2)C1 (stereo not given)	12	12	8	5	-4	11	6	-3	-5	13	11
CCc1ccccc1NC(=O)CSc1nnc([C@@H](N)Cc2c[nH]c3ccccc23)o1	2	4	-6	-6	-6	-5	12	13	-9	-11	6
CCC1CCCCN1CC(=O)c1ccc(OC(F)F)cc1 (stereo not given)	6	-1	1	12	9	-12	17	-4	4	4	3
CCN1CCN(C(=O)COc2cc(=O)n(CC)c3ccccc23)CC1	-6	4	-2	-27	0	4	13	1	-1	-26	-1
OCC1CN1C1CCCCC1 (stereo not given)	0	-7	2	-8	9	-3	-8	11	17	-2	-15
CC(=O)OC12COC1CC(O)C1(C)C(=O)C(O)C3=C(C)C(O)CC(O)(C(OC(=O)c4ccccc4)C21)C3(C)C (stereo not given)	-2	-19	-5	-3	2	-2	10	32	1	0	0
O=C(O)C(O)(c1ccc(Cl)cc1)C1(O)CCCC1 (stereo not given)	5	-1	-12	5	5	-12	-4	26	-6	10	-6
Cc1ccc(/C=C2\C(=O)NC(=O)N(CC3CCCO3)C2=O)s1 (stereo not given)	-35	-11	5	-20	-14	8	2	-27	-4	9	-15
COc1ccc(-n2c(-c3ccco3)nc3ccccc3c2=O)cc1	1	-11	2	-11	5	7	16	1	-11	17	6
COC(=O)C1=C(c2ccc(S(C)(=O)=O)cc2)C[C@@H]2CC[C@H]1N2C(=O)N1CCCC1	-10	-24	-1	14	4	-8	4	1	9	4	9
O=c1c2ccccc2nc(/C=C/c2ccc3c(c2)OCO3)n1-c1cccc(O)c1	-9	-30	-2	0	3	14	3	-6	2	6	21
COc1cc(OC)c(OC)cc1C=O	5	12	-1	13	-5	17	-13	14	-12	-9	-11
Cc1c(NS(=O)(=O)c2ccccc2)ccc([N+](=O)[O-])c1Cl	59*	5	8	1	-1	8	-14	46	-1	19	3
COP(=O)(OC)C(NC(=O)/C=C/c1ccccc1)C(Cl)(Cl)Cl (stereo not given)	-54	-8	-10	11	-2	3	-14	-16	-7	-29	-24
C#CCN1CCN(c2cccc(C(F)(F)F)c2)CC1	-1	-21	1	7	2	2	18	-2	3	4	-2
C/C=C1/CC(C)C(C)(O)C(=O)OCC2CCN3CCC(OC1=O)C23 (stereo not given)	11	-31	6	-4	-9	-3	-6	-15	-2	3	1
CN1CCN(c2ccc([N+](=O)[O-])c3cccnc23)CC1	-42	-24	1	-3	-1	2	-18	-32	-4	5	-36
CC(=O)O[C@@H]1CC[C@]2(C)C3CC[C@]4(C)C(=O)[C@H](O)CC4C3[C@@H](OC(C)=O)C[C@H]2C1 (stereo not given in full)	30	-4	7	-3	8	5	-1	53*	6	4	8
Clc1cccc(Cl)c1C1N2CCCN12 (stereo not given)	8	-7	0	24	8	-1	16	-9	3	8	1
Cn1c(O)c(C=NCCN2CCN(C(=O)Nc3ccccc3)CC2)c(=O)n(C)c1=O	-23	9	/	1	/	14	2	-13	2	8	-5
CC/C(=N\N1CCCCC1)c1c(O)[nH]c(=O)[nH]c1=O	2	-13	-5	-23	-3	-7	15	-10	-4	-8	-7
CCCOc1ccc(C(C)=O)cc1Cc1c(O)[nH]c(=S)[nH]c1=O	-22	-12	-5	12	-3	-6	-3	-3	-3	2	-7
Cc1nc2cc(C(=O)N3CCC4(CC3)OCCO4)ccc2n1-c1cccc(F)c1	12	-4	-6	-16	-18	-4	2	-5	7	4	-19
CCOC(=O)c1c(-n2c(C)cc(C=C3C(=O)NC(=O)NC3=O)c2C)sc2c1CCCC2	11	-8	1	10	-8	-2	10	-6	11	1	5
CC1CN=C(Nc2ccc(F)cc2)S1 (stereo not given)	-4	-13	0	14	-5	-8	0	-8	2	-20	12
OC1/C(=C/c2ccc(C(F)(F)F)cc2)N2CCC1CC2 (stereo not given)	-14	-23	-17	-17	-7	-7	-7	-3	2	-5	-27
COc1ccc(C(CC(C)=O)c2c(O)c3ccccc3oc2=O)cc1OC (stereo not given)	1	3	3	-15	2	-17	6	-8	2	-1	-3
COc1ccc(CCNC(=O)c2c(N)n(CCN3CCOCC3)c3nc4ccccc4nc23)cc1OC	4	7	8	-16	-5	10	20	14	5	6	1
O=C1c2cccc(N3CCNCC3)c2C2CCCCN12 (stereo not given)	21	9	/	-3	/	-18	-1	10	0	3	-2

Following part:
structure	TROY NFkB inh	NCOA1 inh	LMP1 NFkB inh	SRC2 inh	TLR9-MyD88 block	C8 TRAIL sens	NCOA3 inh	TWEAK-Fn14 inh	NOD2 RIPK2 PPI	NR2F2 inh	NR5A2 inv ag
OC(c1ccccc1)(c1ccccc1)C1CN2CCC1CC2 (stereo not given)	1	3	-8	-10	7	3	5	7	5	13	-6
CCN(CC)C(=O)Cn1cc(/C=C2\C(=O)NC(=O)N(c3ccccc3F)C2=O)c2ccccc21	42	12	-1	-12	0	2	11	66*	1	4	14
CCCCCn1c(=O)c(C(=O)NCc2ccncc2)c(O)c2ccccc21	42	-3	5	8	6	-4	12	-10	-13	-2	-9
CCN1C[C@]2(COC)CC[C@H](OC)[C@@]34C5C[C@H]6C(=O)C5[C@](O)(C[C@H]6OC)[C@@](O)(C(OC)C23)[C@@H]14 (stereo not given in full)	-4	-15	4	2	1	15	9	0	-8	0	-10
C=CCn1c(O)c(C(CC)=Nc2ccc(NC(C)=O)cc2)c(=O)[nH]c1=O	-41	-1	3	-12	-7	-16	10	-5	3	-14	3
O=C1NCN(c2ccccc2)C12CCN(C(c1ccccc1)c1nnnn1Cc1ccccc1)CC2 (stereo not given)	16	-7	/	-1	/	-3	6	24	-4	-4	-7
CC(=O)C1C(N2CC2)CC2C3CC=C4CC(O)CCC4(C)C3CCC21C (stereo not given)	5	2	-1	16	-3	12	10	16	-10	6	10

Some of the entries so far, with two lines to a compound.
Every second line gives: TROY NFkB inh | NCOA1 inh | LMP1 NFkB inh | SRC2 inh | TLR9-MyD88 block | C8 TRAIL sens | NCOA3 inh | TWEAK-Fn14 inh | NOD2 RIPK2 PPI | NR2F2 inh | NR5A2 inv ag
O=C1c2cccc(N3CCNCC3)c2C2CCCCN12 (stereo not given)
  21 | 9 | / | -3 | / | -18 | -1 | 10 | 0 | 3 | -2
OC(c1ccccc1)(c1ccccc1)C1CN2CCC1CC2 (stereo not given)
  1 | 3 | -8 | -10 | 7 | 3 | 5 | 7 | 5 | 13 | -6
CCN(CC)C(=O)Cn1cc(/C=C2\C(=O)NC(=O)N(c3ccccc3F)C2=O)c2ccccc21
  42 | 12 | -1 | -12 | 0 | 2 | 11 | 66* | 1 | 4 | 14
CCCCCn1c(=O)c(C(=O)NCc2ccncc2)c(O)c2ccccc21
  42 | -3 | 5 | 8 | 6 | -4 | 12 | -10 | -13 | -2 | -9
CCN1C[C@]2(COC)CC[C@H](OC)[C@@]34C5C[C@H]6C(=O)C5[C@](O)(C[C@H]6OC)[C@@](O)(C(OC)C23)[C@@H]14 (stereo not given in full)
  -4 | -15 | 4 | 2 | 1 | 15 | 9 | 0 | -8 | 0 | -10
C=CCn1c(O)c(C(CC)=Nc2ccc(NC(C)=O)cc2)c(=O)[nH]c1=O
  -41 | -1 | 3 | -12 | -7 | -16 | 10 | -5 | 3 | -14 | 3
O=C1NCN(c2ccccc2)C12CCN(C(c1ccccc1)c1nnnn1Cc1ccccc1)CC2 (stereo not given)
  16 | -7 | / | -1 | / | -3 | 6 | 24 | -4 | -4 | -7
CC(=O)C1C(N2CC2)CC2C3CC=C4CC(O)CCC4(C)C3CCC21C (stereo not given)
  5 | 2 | -1 | 16 | -3 | 12 | 10 | 16 | -10 | 6 | 10
